Screening results deposited in PubChem by National Center for Advancing Translational Sciences (NCATS).
Giardia kill – kills Giardia lamblia; Giardia lamblia trophozoite viability; activity change, % at 7.66 µM, hits read low; hit rate 0.15% among 340,000; AID 540267; in the data active = activity change below about -80%; inconclusive = between about -30% and that limit;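 note: parasites exposed to compound for two days anaerobically before the ATP read; % is set by controls: 0 for no effect and ±100 for the full control effect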
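Anaerobic 48 hrs incubation at 37 deg C of 100 trophozoites/well with test compounds; ATPLite 1-Step luminescence, 15-30 min RT, reports cellular ATP as viability.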
Menin MLL FP TR – displaces Texas Red mutant MLL peptide from human menin; Menin + Texas Red MLL mutant peptide, fluorescence polarization; Potency, µM (highest dose often 61.6 µM), inactives show at the top dose FP activity change, negative = inhibition, usual class: inhibitors; hit rate 0.23% among 270,000; AID 1768; active = well fitted inhibition curve with a large enough effect in the polarisation, with a control signal flat, not every such curve was filed as active; inconclusive = small, poorly fitted or top-dose-only effect, or effect the other way, or a change in a side signal; inactive = no such curve, though single readings can be large or run the other way; the % refers to the polarisation; note: potency is the fitted concentration of half-maximal effect; % of control where 0% means no effect; many of its hits are not listed in these tables
S-ASM inh – blocks human secretory acid sphingomyelinase | P17405 | placental ASM, HMU-PC fluorogenic substrate, 60 min | Potency, µM (top dose mostly 57.5 µM), for inactives: top-dose activity change, negative = inhibition, hits mostly inhibitors | hit rate 0.006% among 340,000 | AID 504937; note: potency is the fitted concentration of half-maximal effect
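Human placenta-derived ASM preincubated with compound 10 min at room temperature, then reacted with 9 uM (final) fluorogenic HMU-PC substrate for 60 min at 37 C. Stop solution raises pH to 10; fluorescence read at Ex 386/Em 447 nm.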
GALK inh – inhibitors of human galactokinase; hit rate 0.007% among 270,000; Potency, µM (highest dose often 57.5 µM), inactives show at the highest dose activity change, negative = inhibition, usual class: inhibitors; AID 1868; Purified GALK, Kinase-Glo residual ATP luminescence; note: potency is the fitted concentration of half-maximal effect; % is set by controls: 0 for no effect and ±100 for the full control effect
Target sequence (P51570 whole entry, looked up): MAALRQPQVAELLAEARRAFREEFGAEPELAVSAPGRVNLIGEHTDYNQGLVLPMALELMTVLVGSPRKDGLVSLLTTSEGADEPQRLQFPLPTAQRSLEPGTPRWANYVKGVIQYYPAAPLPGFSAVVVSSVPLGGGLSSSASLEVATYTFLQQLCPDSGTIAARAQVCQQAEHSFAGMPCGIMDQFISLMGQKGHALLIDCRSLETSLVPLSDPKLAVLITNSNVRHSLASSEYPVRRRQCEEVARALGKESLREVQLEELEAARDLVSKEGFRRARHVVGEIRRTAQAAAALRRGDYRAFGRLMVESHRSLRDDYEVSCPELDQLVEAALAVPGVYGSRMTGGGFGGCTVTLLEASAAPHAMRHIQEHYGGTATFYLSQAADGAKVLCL
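Kinase-Glo Plus luminescence measured ATP left after a 1 h room-temperature reaction. The reaction used 5 nM GALK, 100 uM galactose and 35 uM ATP at pH 8.0 (20 mM HEPES, 5 mM MgCl2, 60 mM NaCl, 1 mM DTT, 0.01% BSA).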
PTAP TSG101 blk – blocks PTAP/TSG101 interaction to inhibit HIV-1 budding | Q99816 | Fluorescence polarization, FITC-PTAP peptide / Tsg101 binding | Potency, µM (top dose mostly 115 µM), inactives show top-dose activity change, negative = inhibition, actives largely listed as inhibitors | 340,000 tested, under 10 active | AID 493005; active = well fitted inhibition curve with a large enough effect in the main read-out, with a control signal flat, not every such curve was filed as active; inconclusive = small, poorly fitted or top-dose-only effect, or effect the other way, or a change in a side signal; inactive = no such curve, though single readings can be large or run the other way; note: potency is the fitted concentration of half-maximal effect; % of control where 0% means no effect
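Steps: Tsg101 binding domain dispensed (10 uM final), compounds pinned in DMSO, FITC-labeled PTAP-motif peptide added (50 nM final); after 20 min binding at room temperature, polarization measured.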
Tb PFK block – blocks T. brucei phosphofructokinase | T. brucei PFK, ADP-Glo luminescence | Potency, µM (highest dose often 57.5 µM), for the others: at the top dose activity, negative = inhibition, hits mostly inhibitors | hit rate 0.17% among 330,000 | AID 485367;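 note: potency is the fitted concentration of half-maximal effect; 0% = uninhibited 1x PFK enzyme wells and -100% = no-enzyme wells; nearly all actives have a fitted effect of over 60% in size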
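Luminescent ADP detection (ADP-Glo, two-step: ATP depletion then ADP-to-ATP conversion for luciferase) reported PFK activity after 45 min room-temperature reaction of 1.25 nM enzyme with 0.5 mM F6P and 0.1 mM ATP at pH 8.0.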
BCR signal inh – blocks chronic active B-cell receptor signaling. hit rate 0.05% among 340,000. ABC-DLBCL IkBa-CBG/CBR reporter, luminescence ratio, 4 h. Potency, µM (doses to about 46.1 µM), without a hit: top-dose ratio change, negative = lower green/red ratio, actives largely listed as inhibitors; active = well fitted inhibition curve with a large enough effect in the signal ratio, with a control signal flat, not every such curve was filed as active; inconclusive = small, poorly fitted or top-dose-only effect, or effect the other way, or a change in a side signal; the % refers to the signal ratio;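 note: potency is the fitted concentration of half-maximal effect; plate controls were basal doxycycline-induced cells for no effect and cells given 10 µM MG132 for full effect; MG132 reads +100%, hits lower the ratio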
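Compounds up to 46 uM were incubated four hours with TMD8 cells whose green CBG68 luciferase is fused to IkappaBalpha; red CBR luminescence normalised the signal, and concentration-effect curves were fitted to fusion, red and ratio data.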
B2AR arrestin – beta2AR (human) beta-arrestin recruitment activity; P07550; beta-arrestin recruitment to beta2AR, cell-based reporter; Potency, µM (doses to about 46.1 µM), for the others: top-dose activation, most hits filed as activators; hit rate 0.02% among 330,000;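 note: potency is the fitted concentration of half-maximal effect; 0% = DMSO controls and full agonism = EC100 isoproterenol or metaproterenol; nearly all actives have a fitted effect of over 65% in size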
Target sequence (P07550 whole entry, looked up): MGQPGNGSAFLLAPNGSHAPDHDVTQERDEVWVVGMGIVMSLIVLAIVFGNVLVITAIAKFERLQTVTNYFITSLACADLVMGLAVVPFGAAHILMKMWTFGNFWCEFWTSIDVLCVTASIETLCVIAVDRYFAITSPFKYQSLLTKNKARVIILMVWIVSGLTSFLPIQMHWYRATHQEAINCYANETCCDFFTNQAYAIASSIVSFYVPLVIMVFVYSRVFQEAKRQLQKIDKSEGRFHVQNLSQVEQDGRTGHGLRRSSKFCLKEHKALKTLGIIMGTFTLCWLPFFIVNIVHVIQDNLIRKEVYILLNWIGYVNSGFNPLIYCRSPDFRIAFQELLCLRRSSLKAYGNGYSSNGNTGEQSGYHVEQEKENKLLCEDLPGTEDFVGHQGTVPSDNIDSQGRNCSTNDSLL
Integrin act MD – activates integrin-mediated alleviation for muscular dystrophy | alpha7betagal myoblasts, beta-gal FDG fluorescence, 48 h | hit rate 0.064% among 350,000 | Potency, µM (titrated, usually from 38.3 µM), inactives show top-dose activation, most hits filed as activators;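 note: potency is the fitted concentration of half-maximal effect; 100% = response of the positive control SU9516; nearly all actives have a fitted effect of over 60% in size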
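alpha7betagal+/- myoblasts (passage 13, 250/well) treated 48 h at 37C with compounds at 1:260 dilution of DMSO stock. Lysed, then beta-galactosidase activity read as FDG fluorescence (ex 480/em 540) after 30 min, with pre-read for autofluorescence.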
PKM2 activator – increases activity of human pyruvate kinase M2; Potency, µM (highest dose often 57.5 µM), for the others: at the highest dose activation, hits mostly activators; purified PKM2, Kinase-Glo ATP luminescence, activation; response scale: 0% is enzyme alone, no compound; P14618; hit rate 0.34% among 260,000; AID 1631; note: potency is the fitted concentration of half-maximal effect; % is set by controls: 0 for no effect and ±100 for the full control effect; nearly all actives have a fitted effect of over 55% in size
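Purified hPK-M2 (>95%) run at intermediate activity with 0.1 mM ADP and 0.5 mM PEP in 50 mM imidazole pH 7.2, KCl, MgCl2; 1 h room temperature. ATP formed read by Kinase-Glo luminescence; normalized to uninhibited and no-enzyme controls.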
FBPA coupling cs – coupling enzyme interference in Giardia aldolase counter-screen; coupling enzyme system counterscreen, AmpLite Red fluorescence; activity change, negative = inhibition, % at 58.2 µM, hits read low; hit rate 0.67% among 290,000; AID 2472; in the data active = activity change below about -30%; note: % is set by controls: 0 for no effect and ±100 for the full control effect
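Counterscreen lacking aldolase: glyceraldehyde-3-phosphate coupling-enzyme reagent preincubated 10 min at RT with compound (at 57.5 uM final), then substrate/coupling system with AmpLite Red added; fluorescence read at 525/598 nm after 20 min RT.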
An asterisk follows results filed as active; i = inactive; ? = inconclusive; nt = no result given; & = joins results of further samples; [ ] = remark or other dose. Unless noted, calls come from the whole dose curve; as a rule, active = well fitted curve in the direction sought with a large enough effect; inconclusive = small, poorly fitted or top-dose-only effect, or another doubt; inactive = no such curve, though single readings can be large; an effect the other way counts as inactive or inconclusive. An excerpt; count on the stated rates, not on these rows.

Screens in order: Giardia kill, Menin MLL FP TR, S-ASM inh, GALK inh, PTAP TSG101 blk, Tb PFK block, BCR signal inh, B2AR arrestin, Integrin act MD, PKM2 activator, FBPA coupling cs
1: O=C(COC(=O)c1ccc(F)cc1)Nc1ccc2c(c1)OCO2
  9, nt, 7%, nt, -5%, -12%, -5%, -0.2%, 5%, nt, nt
2: COc1cccc(OC)c1/C=C/C(=O)NC1CCCCC1
  ?, -3%, 7%, 1%, -7%, 0%, ?, 0.0%, ?, -2%, 2
3: CCCOc1ccccc1OCC(=O)Nc1cc(Cl)ccc1-n1cncn1
  -1, nt, 2%, nt, -2%, -2%, 0%, -0.4%, -4%, nt, nt
4: Cc1cc(=O)[nH]c(SCCOc2ccc3c(c2)CCC3)n1
  -4, 13%, -2%, 3%, -2%, nt, nt, nt, -8%, -1%, 5
5: CCOC(=O)C1=C(N)Oc2ccc3ccccc3c2C1c1cccc(O)c1 (stereo not given)
  0, ?, -22%, -10%, -2%, -1%, ?, -0.7%, 11%, -1%, 0
6: CSc1nc(S(=O)(=O)c2ccccc2)c(Cl)s1
  -7, 10%, -3%, -2%, -8%, 1%, 0%, -1.3%, -22%, 17%, 1
7: Cn1nc(C(F)(F)F)c2cc(C(=O)O)sc21
  -6, -12%, 3%, -2%, -5%, 1%, -6%, 0.0%, -1%, -1%, 0
8: COc1ccc(C(CC(=O)N2CCOCC2)c2c(O)cc(OC)cc2OC)cc1 (stereo not given)
  -9&-8, -20%, 8%, -1%, -6%, -3%, ?, -0.5%, 22%, -4%, 2&0
9: Oc1ccccc1C=NCCN=Cc1ccccc1O
  -2, nt, 4%, 0%, -5%, -7%, 1%, 11%, 4%, 6%, -14
10: CS(=O)(=O)c1ccc(Cl)c(NC(=O)CSc2n[nH]c(-c3cccs3)n2)c1
  -6, nt, -3%, nt, -1%, 9%, ?, 0.2%, -14%, nt, nt
11: Cc1cccc(CS(=O)(=O)Cc2ccc(C(=O)NC3CCCCC3)o2)c1
  15, 0%, 3%, 6%, -5%, -7%, 0%, -0.1%, 7%, nt, 1
12: Cc1ccc(C)c(NC(=O)CN(C)C(=O)c2cccc(Oc3ccccc3)c2)c1
  14, nt, 2%, nt, -1%, 0%, ?, -0.1%, 19%, nt, nt
13: CSc1ccc(C2NC(=O)c3c(sc4c3CCN(C)C4)N2)cc1 (stereo not given)
  2, ?, 350%[activator], 1%, ?, 2%, ?, -0.3%, 4%, -2%, -16
14: COc1ccc(N2CCN(C(=O)c3cc(C4CC4)nn3-c3ccccc3)CC2)cc1
  11, nt, -3%, nt, -2%, -6%, ?, 0.0%, -8%, nt, nt
15: CCN(CC)C(=O)c1ccc2c3c(cccc13)C(=O)N(CCc1ccc(OC)c(OC)c1)C2=O
  -4, -8%, -1%, 1%, -2%, -9%, 1%, -0.1%, -16%, -4%, -1
16: Cc1cc(NC(=O)C(C)SCC(=O)Nc2cc(C(F)(F)F)ccc2N2CCCCC2)no1 (stereo not given)
  13, nt, nt, nt, 1%, 0%, 30%, 0.0%, 14%, nt, nt
17: COc1ccc(CC(=O)NNC(=O)c2cc(C)oc2C)cc1OC
  -21, nt, 1%, nt, 1%, 1%, 1%, 0.0%, 4%, nt, nt
18: CNCCCOc1ccc(C)cc1Br
  -7, -1%, 1%, 1%, -4%, -2%, ?, -0.1%, -58%[inhibitor], 4%, 4
19: COc1ccc(-c2noc(N3CCC(C(=O)Nc4cc(OC)c(OC)c(OC)c4)CC3)n2)cc1
  2, 43%[activator], -5%, -1%, 1%, 4%, 2%, 0.1%, 9%, nt, -1
20: CCN1CCN(C2=NC(=O)/C(=C/c3ccc(C)o3)S2)CC1
  8, ?, 18%, -1%, 0%, 2%, 0%, 0.0%, 23%, 7%, -34*
21: Cc1ccc(S(=O)(=O)N(C)CC(=O)Nc2cccc3c2CCCC3)cc1
  -1, ?, 1%, 2%, -1%, 3%, -8%, 1.1%, -11%, -1%, 2
22: CC(=O)N(C)N(C)c1cc(C)nc(N)n1
  -2, nt, -1%, -2%, 2%, -3%, ?, 4.6%, 4%, -10%, -1
23: C/C(=N\NC(=O)c1ccccc1)C1C2C=CC(C2)C1(C)C (stereo not given)
  -1, -1%, 3%, -4%, 0%, -3%, ?, 2.7%, -34%, -3%, 3
24: O=C(Cn1nc(-c2ccc(Cl)cc2)ccc1=O)N1CCN(c2ccccc2)CC1
  -24, -19%, -4%, 2%, -1%, -4%, -11%, -0.5%, 18%, -9%, 2
25: COCCCNC(=O)C1CC(=O)N(CCc2ccc(F)cc2)C1 (stereo not given)
  8, 1%, 4%, -1%, -6%, 0%, 0%, -0.2%, -12%, 1%[11.5 µM], -1
26: CC(=O)c1cccc(Oc2cc(NN3CCCCC3)c([N+](=O)[O-])cc2[N+](=O)[O-])c1
  -19, ?, -7%, nt, 0%, -1%, ?, -0.8%, -8%, -4%, 6
27: Clc1cc(Cl)cc(C2=NCCC(c3ccccc3)O2)c1 (stereo not given)
  nt, -6%, nt, nt, nt, 1%, 0%, -0.3%, nt, -1%, 1
28: Cc1ccc(NC(=O)COC(=O)CNC(=O)c2ccc3ccccc3c2)c([N+](=O)[O-])c1
  15, 2%, -19%, 1%, -3%, 0%, -4%, -0.4%, ?, ?, 0
29: COCCNC(=O)C(NC(=O)C1CCCCC1)C(C)C (stereo not given)
  -13, 5%, 2%, -1%, -2%, 0%, 18%, -0.3%, -17%, -2%, 0
30: O=C(O)c1ccc(NS(=O)(=O)c2cc(Cl)ccc2Cl)cc1
  -13, 0%, 0%, 2%, -3%, 4%, 1%, -0.3%, -14%, -1%, 14
31: Cc1nn(C)c(C)c1S(=O)(=O)NC1CCCC1
  -2, 20%, 3%, -2%, -5%, 3%, -1%, -0.4%, 17%, -1%, 1
32: CSc1ccccc1NC(=O)CN(C)C(=O)c1ccc2c(c1)OCCO2
  -19, nt, 6%, 0%, -4%, 3%, 5%, 3.9%, 21%, -2%, nt
33: COc1c(OC(C)=O)c(=O)n2c3ccccc3c3ccnc1c32
  -11, nt, -5%, nt, -2%, 15%, ?, 0.1%, 1%, nt, nt
34: CCOC(=O)Cn1nc(C)n(-c2ccc(Cl)cc2)c1=O
  16, 6%, -3%, 11%, 0%, 0%, -1%, 0.5%, -8%, 19%, 1
35: COc1ccc(CNC(=O)CC23CC4CC(CC(C4)C2)C3)cc1OC
  13, -29%, -3%, -2%, -3%, -6%, 0%, -0.4%, -23%, nt, 2
36: Cc1ccc(-n2c(=O)c(C#N)cc3c(=O)n4ccccc4nc32)cc1C
  -7, 4%, i, 0%, -1%, 1%, -9%, -1.7%, 8%, 0%, 0
37: Cc1ccc(-c2ncccc2OC(=O)C23CC4CC(CC(C4)C2)C3)cc1
  -16, ?, -7%, nt, -5%, 1%, -13%, 0.6%, 5%, 0%, -1
38: Cc1cccc2c1CC(C)(C)N/C2=C\C(N)=O
  -11, 8%, 3%, 1%, -4%, -5%, -23%, 0.4%, -23%, -2%, -1
39: CCOC(=O)N1CCN(C(=O)c2cn(C)c3ccc(S(=O)(=O)N(C)C4CCCCC4)cc3c2=O)CC1
  -22, nt, 0%, 2%, -1%, 2%, 1%, 0.2%, -4%, nt, nt
40: CCc1nc(NCc2ccccc2)c(C#N)c2c1CCCC2
  -19, ?, -1%, 0%, 0%, 9%, 9%, -0.4%, 19%, -7%, 1
41: COc1cccc([C@@H]2CC=C(C(=O)O)[C@H](c3ccccc3F)N2S(=O)(=O)c2ccc(C)cc2)c1
  ?, nt, 3%, nt, -5%, 0%, 0%, -0.1%, 4%, nt, nt
42: Cc1ccc(NC(=O)C2CCN(S(=O)(=O)c3ccc(Cl)c(C(F)(F)F)c3)CC2)nc1
  19, nt, 2%, nt, 13%, 0%, 15%, -0.3%, -48%[inhibitor], nt, nt
43: CCOc1ccc(-n2c(C)nc3cc(C(=O)NCc4ccc5c(c4)OCO5)ccc32)cc1
  5, -1%, 0%, 0%, 0%, -1%, ?, -3.4%, 18%, 6%, 2
44: O=C(NCCN1CCN(c2ccccc2)CC1)Nc1ccccc1Br
  -7, 0%, 4%, nt, -5%, 10%, ?, 0.2%, -2%, nt, 1
45: O=C(CCC(=O)Nc1ccccc1)NNC(=O)c1ccccc1Cl
  11, 12%, -1%, 10%, -8%, -2%, 5%, -0.1%, 0%, nt, 0
